Bioassay records deposited in PubChem by National Center for Advancing Translational Sciences (NCATS).
Shiga toxin inh: Shiga toxin inhibition. Vero cells, Shiga toxin protein synthesis inhibition reporter. inhibition, % at 38.7 µM. actives 9.2% (n = 290,000). AID 2315; in the data active = inhibition mostly above about 28%, no sharp cut-off; inactive = mostly below about 43%; also: 0% is about no effect
Pf growth 48h: inhibits P. falciparum growth in the first generation, 48 h; P. falciparum luciferase growth in erythrocytes, 48 h; Potency, µM (series often up to 28.7 µM), for the others: at the top dose activity change, negative = inhibition, usual class: inhibitors; actives 5.9% (n = 310,000); AID 504832; also: potency is read from the fitted curve at half-maximal effect; % is scaled to controls: 0 for no effect and ±100 for the full control effect
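Parasite viability was followed by luminescence of a genomically integrated firefly luciferase. Cultures held 0.1% parasitemia at 2% hematocrit (final), incubated under 5% CO2 at 37 C.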
AmpC no deterg: inhibitors of E. coli AmpC beta-lactamase without detergent | P00811 | AmpC nitrocefin hydrolysis, absorbance 480 nm, 0.0001% Triton | Potency, µM (doses to about 57.1 µM), for inactives: top-dose activity change, negative = inhibition, most hits filed as inhibitors | actives 0.52% (n = 330,000) | AID 485341;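 also: potency is read from the fitted curve at half-maximal effect; plate controls were no compound for no effect and no enzyme for full effect; nearly all actives have a fitted effect of over 20% in size; some results filed as inactive show a strong effect at the top dose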
Target sequence (P00811 whole entry, looked up): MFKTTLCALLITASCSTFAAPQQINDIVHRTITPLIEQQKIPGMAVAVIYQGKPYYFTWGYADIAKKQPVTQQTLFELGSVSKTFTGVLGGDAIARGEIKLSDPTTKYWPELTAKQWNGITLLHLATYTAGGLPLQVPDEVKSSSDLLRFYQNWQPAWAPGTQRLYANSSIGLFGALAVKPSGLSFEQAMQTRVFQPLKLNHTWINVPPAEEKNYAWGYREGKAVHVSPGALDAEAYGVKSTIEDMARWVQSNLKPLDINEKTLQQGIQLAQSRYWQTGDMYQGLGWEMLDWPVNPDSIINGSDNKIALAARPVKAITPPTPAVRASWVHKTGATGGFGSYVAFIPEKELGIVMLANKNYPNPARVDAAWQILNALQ
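20 mM phosphate pH 7.0 + 0.01% (detergent screen) or 0.0001% Triton X-100; 5.3 nM AmpC reagent; cpd preinc 15 min RT; nitrocefin (800 uM stock) to start; A480 q20 s × 4 min; Activity was normalised to no-enzyme and no-compound control wells.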
Cycloheximide cs: counter-screen for Shiga toxin inhibitors: cycloheximide protein synthesis inhibition; actives 12% (n = 300,000); max response, %; cell reporter, cycloheximide protein synthesis inhibition counterscreen; in the data active = max response mostly above about 13%, no sharp cut-off; inactive = mostly below about 14%; also: read at 38.3 µM for the half of the compounds with a filed dose; 0% is about no effect
TbPYK inhibitor: inhibitors of Trypanosoma brucei pyruvate kinase. AID 624173. Q57TT1. TbPYK enzyme, Kinase-Glo Plus ATP luminescence, 45 min. actives 0.12% (n = 410,000). Potency, µM (series often up to 76.8 µM), inactives show top-dose activity, negative = inhibition, most hits filed as inhibitors; also: potency is read from the fitted curve at half-maximal effect; % is scaled to controls: 0 for no effect and ±100 for the full control effect; nearly all actives have a fitted effect of over 50% in size
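TbPYK + substrate in 50 mM TEA pH 7.2, 100 mM KCl, 10 mM MgCl2, 0.05% BSA, 0.01% Tween-20; cpd pinned; ADP 130 uM final; 45 min RT; Kinase-Glo Plus 10 min; luminescence endpoint.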
Pf growth 96h: P. falciparum growth inhibition at 96 hour, primary screen for plastid delayed-death inhibitors | P. falciparum luciferase reporter growth, 96 h | actives 6.9% (n = 320,000) | Potency, µM (doses to about 28.7 µM), for inactives: top-dose activity change, negative = inhibition, usual class: inhibitors | AID 504834; also: potency is read from the fitted curve at half-maximal effect; % is scaled to controls: 0 for no effect and ±100 for the full control effect
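96 h incubation, 37 C, 5% CO2, of luciferase-reporter P. falciparum-infected RBCs (2% hematocrit, 0.05% parasitemia final) with test compounds; endpoint luminescence.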
LmPK inh: inhibitors of Leishmania mexicana pyruvate kinase; Q27686; purified LmPK, Kinase-Glo ATP luminescence, 1 h; Potency, µM (titrated, usually from 57.5 µM), for the others: top-dose activity change, negative = inhibition, usual class: inhibitors; actives 0.37% (n = 290,000); also: potency is read from the fitted curve at half-maximal effect; % is scaled to controls: 0 for no effect and ±100 for the full control effect
Target sequence (Q27686 whole entry, looked up): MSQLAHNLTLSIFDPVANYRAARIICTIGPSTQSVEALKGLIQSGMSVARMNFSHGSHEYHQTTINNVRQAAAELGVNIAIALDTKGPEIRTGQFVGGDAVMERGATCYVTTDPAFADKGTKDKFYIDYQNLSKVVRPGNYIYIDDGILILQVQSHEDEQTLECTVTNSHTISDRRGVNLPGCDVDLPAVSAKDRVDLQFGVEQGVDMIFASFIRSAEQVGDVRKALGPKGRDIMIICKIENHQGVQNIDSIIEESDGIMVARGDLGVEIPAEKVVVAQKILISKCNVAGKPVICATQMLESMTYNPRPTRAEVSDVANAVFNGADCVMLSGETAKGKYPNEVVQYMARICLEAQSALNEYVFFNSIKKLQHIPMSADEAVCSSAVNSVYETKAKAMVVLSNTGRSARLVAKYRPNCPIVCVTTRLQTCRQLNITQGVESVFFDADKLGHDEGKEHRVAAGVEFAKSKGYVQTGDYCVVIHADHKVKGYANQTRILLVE
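Purified LmPK (0.1 nM) converted ADP (0.1 mM) to ATP with PEP (0.5 mM) in imidazole buffer pH 7.2 with KCl and MgCl2, 1 h at room temperature. ATP was read by Kinase-Glo luminescence; data normalized to uninhibited and no-enzyme controls.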
* hit, by the source's call; ? = inconclusive; . = no result given; [ ] = another dose, or the depositor's remark. Unless noted, calls follow the shape of the dose curve; as a rule, active = well fitted curve in the direction sought with a large enough effect; inconclusive = small, poorly fitted or top-dose-only effect, or another doubt; inactive = no such curve, though single readings can be large; an effect the other way counts as inactive or inconclusive.

SMILES	Shiga toxin inh	Pf growth 48h	AmpC no deterg	Cycloheximide cs	TbPYK inhibitor	Pf growth 96h	LmPK inh
COc1ccc(-c2nnc(SCC(=O)Nc3ccc(C)cc3)n2C)cc1	-15	-12%	2%	-3	-8%	5.2µM*	0%
O=C(C1CCC(=O)N(C2CC2)C1)N1CCC(Oc2cccc(F)c2)CC1 (stereo not drawn)	-7	-19%	13%	10	3%	0%	-4%
CCCn1c(=O)c2c(nc3n2CCCN3Cc2ccccc2)n(C)c1=O	-6	?	43%	-1	-5%	13µM*	3%
O=C(NCc1ccccc1)C(Cc1ccccc1)N1C(=O)C2C3CCC(C3)C2C1=O (stereo not drawn)	-19	-16%	-13%	11	-25%	36%[activator]	7%
COC(=O)CCCNC(=O)c1ccc(OS(=O)(=O)c2cc([N+](=O)[O-])ccc2C)cc1	.	?	20%	.	0%	?	.
CC(=O)N1CCN2C(=O)C1CCCC(=O)c1cc(C3CCCCC3)ccc12 (stereo not drawn)	-7	7%	-3%	-3	1%	232%[activator]	3%
COCCNc1c(-c2ccc(OC)c(OC)c2)nc2ccc(Cl)cn12	-11	?	-41%	-5	-9%	18%	1%
COc1ccc(C(=O)C2CCCN(Cc3cc(Cl)ccc3O)C2)c(OC)c1 (stereo not drawn)	-10	?	-3%	-1	1%	16%	-5%
COc1ccc(-c2cc(C(=O)N3CCN(c4ncccn4)CC3)c3ccccc3n2)cc1OC	.	?	203%[activator]	.	0%	-39%	.
OCC1CCCCN1C(=S)Nc1ccc(Cl)cc1Cl (stereo not drawn)	30	32%[activator]	-10%	8	0%	?	-1%
COc1ccc(C)cc1NC(=O)CNC(c1ccccc1)c1ccc(C)cc1 (stereo not drawn)	-2	0%	-18%	16	-8%	0%	1%
CN1CCN(CCc2nc3cc(NC(=O)COc4ccccc4)ccc3n2C)CC1	-12	?	-8%	-3	0%	429%[activator]	0%
O=[N+]([O-])c1cccnc1N1CCC(c2cc(-c3cccc(C(F)(F)F)c3)n[nH]2)CC1	25	.	4%	-2	0%	-90%	1%
COc1ccc(C)cc1S(=O)(=O)N(CC(=O)N1CCOCC1)c1cc(C)cc(C)c1	1	-7%	-3%	-2	1%	-16%	8%
Cc1ccc(CNC(=O)c2csc3c2CCCCC3)cc1	12	11%	-21%	-1	-5%	?	3%
Cc1ccc(OCc2ccc(C(=O)NN)o2)cc1C	31	-5%	-18%	26*	-2%	40%	3%
COc1cccc(C(=O)Nc2ccc(C(=O)c3ccccc3)cc2)c1	.	3%	-14%	36*	-2%	?	-7%
CSc1nnc2c(n1)OC(C)N(C(=O)c1ccccc1)c1ccccc1-2 (stereo not drawn)	24	?	-9%	11	5%	24%	-1%
Cc1ccc(S(=O)(=O)C2C(=O)N(C)C3(C)CC2c2ccccc2O3)cc1C (stereo not drawn)	-6	0%	-32%	-2	2%	-28%	1%
Cc1ccc(-c2ccc(C(=O)NCc3ccc(Cl)cc3)o2)c2ccccc12	-10	?	?	-2	-12%	?	0%
Cn1c(COc2ccc(Cl)cc2)nnc1SCC(=O)NC1CC1	.	2%	3%	.	-3%	?	.
O=C(OCC(=O)N1CCCc2ccccc21)c1ccc(F)c(S(=O)(=O)N2CCOCC2)c1	.	-29%	123%[activator]	.	-9%	-3%	.
O=C(NCCCCNC(=O)c1ccc(Cl)s1)c1ccc(Cl)s1	-6	2%	-14%	-3	-3%	-6%	5%
COc1ccccc1NS(=O)(=O)c1cc(NC(=O)c2ccc3c(c2)OCCO3)ccc1C	-11	?	-33%	7	-12%	?	1%
CCc1nnc(NC(=O)C2CCCN2C(=O)Nc2ccc(Cl)cc2)s1 (stereo not drawn)	13	9%	-26%	-1	-4%	-12%	5%
COc1cc(C(=O)NCCC2=CCCCC2)ccc1OCc1c(C)noc1C	.	?	-8%	.	1%	?	.
CC1(C)CC(=O)C=C(Nc2ccc(C(=O)O)cc2)C1	15	18%	-16%	9	-2%	15%	-1%
COCCNC(=S)N1CCC(NC(=O)Nc2ccc(C)cc2)CC1	-10	-8%	-3%	9	-3%	0%	0%
O=C(c1cccc([N+](=O)[O-])c1)N1CCCC(C(=O)N2CCN(c3ccccc3)CC2)C1 (stereo not drawn)	-7	-9%	66%[activator]	-2	1%	-18%	4%
Cc1cc(F)ccc1NS(=O)(=O)c1cccc2nsnc12	2	124%	-25%	4	2%	-25%	6%
CCOc1ccccc1NC(=O)NC1CCN(CC(=O)Nc2ccc3c(c2)OCCO3)CC1	-3	-26%	0%	-3	-1%	?	-7%
CCCCCCOc1ccc(N2C(=O)CC(N3CCN(CCN=CC4C(=O)CC(C)(C)CC4=O)CC3)C2=O)cc1 (stereo not drawn)	-10	-5%	34%[activator]	-6	2%	-3%	0%
Cc1nnc(SCCN2CCOCC2)c2nn(-c3ccccc3F)c(C)c12	-8	14%	-8%	-4	6%	-6%	1%
CC(c1nccs1)N(C)C(=O)CCc1nnc(CCc2ccccc2)o1 (stereo not drawn)	40	5%	7%	4	-3%	28%	-2%
CCCCOc1ccc(/C=C/C(=O)NCCc2nc3ccccc3[nH]2)cc1	-7	?	-30%	-1	2%	12µM*	-1%
CN(CCC(=O)Nc1ccc2c(c1)OCO2)Cc1ccccc1	18	?	-21%	-1	3%	37%[activator]	-6%
CN(CC(=O)Nc1ccc(Cl)cc1)C(=O)Cc1c(F)cccc1Cl	-6	-17%	-30%	-4	-9%	12µM*	2%
O=C(COc1ccc(Cl)cc1)NCCCNC(=O)c1cnccn1	4	-13%	-14%	-7	6%	-13%	-1%
COCCCNC(=O)CSC1=Nc2ccccc2C2=NC(Cc3c[nH]c4ccccc34)C(=O)N12 (stereo not drawn)	2	5%	-9%	7	-4%	5.2µM*	-1%
CCOc1cc(-c2nnn(CC(=O)N3CCCCC3)n2)ccc1OC	-2	-19%	-4%	-1	6%	?	1%
Cc1ccc(N=Cc2ccc(O)cc2O)cc1F	-4	2%	-33%	11	5%	.	-3%
CN1/C(=C\C(=O)c2cccnc2)Sc2ccccc21	93*	69%[activator]	-12%	42*	0%	?	-28%
C[C@H](NC(=O)c1ccccc1Cl)C(=O)Nc1ccccc1F	-8	10%	-7%	-7	-5%	41%[activator]	-1%
CC(=O)NC(NC(=S)N1CCCCCC1)C(Cl)(Cl)Cl (stereo not drawn)	-19	-3%	-8%	0	1%	74%[activator]	1%
NC(N)=N/N=C/c1ccc(OCc2ccccc2)cc1	20	1.5µM*	-24%	-2	4%	1.5µM*	-4%
COc1ccc2oc3c(c2c1)NC(=O)CN=C3c1ccccc1	-23	-9%	-16%	1	4%	0%	2%
Cc1ccc(C2c3c(oc4ccccc4c3=O)C(=O)N2CCCN2CCOCC2)o1 (stereo not drawn)	-7	9%	-8%	-1	-2%	.	2%
CCOc1ccc(C(=O)Nc2ccccc2CC)cc1[N+](=O)[O-]	-5	20%	-22%	-4	1%	?	1%

Structural class: the entries above containing an NH in an aromatic ring
SMILES	Shiga toxin inh	Pf growth 48h	AmpC no deterg	Cycloheximide cs	TbPYK inhibitor	Pf growth 96h	LmPK inh
O=[N+]([O-])c1cccnc1N1CCC(c2cc(-c3cccc(C(F)(F)F)c3)n[nH]2)CC1	25	.	4%	-2	0%	-90%	1%
CCCCOc1ccc(/C=C/C(=O)NCCc2nc3ccccc3[nH]2)cc1	-7	?	-30%	-1	2%	12µM*	-1%
COCCCNC(=O)CSC1=Nc2ccccc2C2=NC(Cc3c[nH]c4ccccc34)C(=O)N12 (stereo not drawn)	2	5%	-9%	7	-4%	5.2µM*	-1%

Carrying on:
SMILES	Shiga toxin inh	Pf growth 48h	AmpC no deterg	Cycloheximide cs	TbPYK inhibitor	Pf growth 96h	LmPK inh
CCN1/C(=C2\C(=O)N(C)C(=S)N2c2ccccc2)C=Cc2ccccc21	-7	?	-6%	-3	?	?	18µM*
CNC(=O)NC(=S)NC(=O)c1ccccc1Cl	14	157%[activator]	-7%	-3	4%	84%[activator]	0%
Cc1ccc(C)c(CN2C(=O)C3CCCN3c3ccc(S(=O)(=O)N4CCOCC4)cc32)c1 (stereo not drawn)	-2	1µM*	10%	6	.	?	-2%
CCOC(=O)NC(=O)CSc1ccc(C)cc1C	-2	?	-19%	4	-5%	?	3%
c1ccc2[nH]c(NC3=NCCC3)nc2c1	-13	?	-11%	-1	-2%	?	1%
O=C(c1cccnc1)N1CCC(Oc2ccc(C(=O)N3CCCCO3)cc2)CC1	3	14%	19%	-3	4%	-9%	7%
O=C(NCCC1CCCCN1S(=O)(=O)c1ccc(F)cc1)C(=O)NCCN1CCOCC1 (stereo not drawn)	.	17%	-4%	.	-5%	?	.
CC(C)Oc1ccccc1NC(=O)CSc1nc2ccccc2c(=O)n1C	1	-27%	-4%	7	?	6%	-4%
NC(=O)C1CC(=O)N(c2ccc(OCC(=O)NCc3ccccc3)cc2)C1 (stereo not drawn)	-19	5%	0%	-2	3%	16%	-1%
C[C@]1(CO)CCC[C@@]2(C)C1CC[C@@H](CO)[C@@H]2CCc1ccoc1 (stereo partly drawn)	-5	-9%	35%	0	10%	-3%	-1%
Cc1ccc(S(=O)(=O)N(CC(=O)N/N=C/c2ccco2)Cc2ccccc2)cc1	2	-2%	-31%	9	2%	22%	0%
COC(=O)c1sccc1NC(=O)Nc1ccc(OC)c(OC)c1	-6	?	218%[activator]	12	-11%	?	-5%

Next part; the last three above are carried over.
SMILES	Shiga toxin inh	Pf growth 48h	AmpC no deterg	Cycloheximide cs	TbPYK inhibitor	Pf growth 96h	LmPK inh
C[C@]1(CO)CCC[C@@]2(C)C1CC[C@@H](CO)[C@@H]2CCc1ccoc1 (stereo partly drawn)	-5	-9%	35%	0	10%	-3%	-1%
Cc1ccc(S(=O)(=O)N(CC(=O)N/N=C/c2ccco2)Cc2ccccc2)cc1	2	-2%	-31%	9	2%	22%	0%
COC(=O)c1sccc1NC(=O)Nc1ccc(OC)c(OC)c1	-6	?	218%[activator]	12	-11%	?	-5%
Cc1ccc2nc(/C(C#N)=C\c3ccc(Oc4ccc([N+](=O)[O-])cn4)cc3)[nH]c2c1	12	9.3µM*	28µM*	1	-6%	?	5%
Cc1ccc(NC(=O)c2ccc(Br)o2)cc1S(=O)(=O)N(C)C	78*	-3%	-39%	24*	-4%	21%	-1%
COC(=O)C1(C)Nc2ccccc2C(=O)N1c1ccccc1C (stereo not drawn)	2	2%	1µM*	-2	0%	?	2%
CCSCc1nnc(SCC(=O)Nc2nc3ccccc3s2)n1C	-15	?	-12%	2	-31%	.	2%
c1csc(-c2nnc(Cc3cccc4ccccc34)o2)c1	29	?	-24%	17*	-6%	-23%	5%
CCOC(=O)N1CCN(C(=O)c2ccccc2N(C)S(C)(=O)=O)CC1	-9	24%	-9%	1	-4%	.	1%
Clc1ccc(/C=N/Nc2nn[nH]n2)cc1	-3	?	-14%	-3	1%	-11%	3%
CC1NC(=O)NC1CCCCCC(=O)Nc1ccc(F)c(Cl)c1 (stereo not drawn)	-11	?	-5%	2	-1%	?	-5%
